E-sel inducer: induces E-selectin expression in human endothelial cells. P16581. HUVEC E-selectin immunofluorescence imaging; normalized: neutral wells 0, TNF-alpha wells 100. activation, % at 7.58 µM. 0.37% of 260,000 active. AID 686992;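 active means mean E-selectin-positive cell signal at least 10% of the positive control, reached in at least 60% of replicates, without over 20% cell loss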;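 further: in these data hits start at about 27%; measured in HUVEC primary endothelial cells; signal is the percent of cells scored E-selectin positive by PE staining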
Target sequence (P16581 whole entry, looked up): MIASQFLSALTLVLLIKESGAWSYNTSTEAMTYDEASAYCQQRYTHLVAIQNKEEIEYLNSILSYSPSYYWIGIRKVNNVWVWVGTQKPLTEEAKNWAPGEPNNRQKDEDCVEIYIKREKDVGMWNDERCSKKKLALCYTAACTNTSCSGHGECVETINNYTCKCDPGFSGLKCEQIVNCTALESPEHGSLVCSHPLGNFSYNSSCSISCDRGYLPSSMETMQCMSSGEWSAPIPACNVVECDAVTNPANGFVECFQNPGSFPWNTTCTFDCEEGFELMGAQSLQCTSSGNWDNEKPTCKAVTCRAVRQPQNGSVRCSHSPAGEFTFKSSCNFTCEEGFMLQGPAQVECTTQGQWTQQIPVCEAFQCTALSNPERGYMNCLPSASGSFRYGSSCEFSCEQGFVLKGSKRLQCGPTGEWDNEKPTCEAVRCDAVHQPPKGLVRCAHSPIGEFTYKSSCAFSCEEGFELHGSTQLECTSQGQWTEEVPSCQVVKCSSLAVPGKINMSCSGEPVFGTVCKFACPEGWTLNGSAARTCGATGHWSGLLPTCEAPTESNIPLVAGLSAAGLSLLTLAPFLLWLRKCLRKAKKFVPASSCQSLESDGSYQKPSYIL
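Test system – human umbilical vein endothelial cells (HUVEC), E-selectin induction · Input – 3,000 HUVEC seeded per well · Buffer or medium – EGM-2, gelatin · Compound dosing – single-point compound dose · Detection – immunofluorescence imaging · Measure – percent E-selectin-positive cells · Controls – TNF-alpha high, DMSO low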
* = called active by the depositor. An excerpt, so the mix of outcomes need not match the whole.

| Compound | E-sel inducer |
| --- | --- |
| Cn1nc(-c2ccc(OCC(=O)Nc3ccccc3)cc2)c2ccccc2c1=O | -0.5 |
| CSc1nn(-c2ccc(C(=O)OCC(=O)NC(=O)NC(C)C)cc2)c(=S)s1 | 0.2 |
| Cc1nn2c(CN(C(=O)CN3CCOCC3)c3ccccc3)nnc2c2ccccc12 | -2.9 |
| O=C(Cc1ccc(Cl)cc1)Nc1ccc(NC(=O)c2ccccc2)cc1 | 0.0 |
| COc1ccc(OC)c(CC(NC(C)=O)C(=O)NC2CCN(c3c(Cc4ccccc4)c(C)nc4ncnn34)CC2)c1 (stereo unspecified) | 3.5 |
| Cc1ccc(-c2n[nH]c(=S)n2/N=C/c2c(C)nn(-c3ccccc3)c2C)cc1 | 0.2 |
| C/C(=N\NC(=O)c1c(Br)c(C)nn1C)c1cccc(NC(=O)c2ccccc2F)c1 | 0.0 |
| S=C(NCCc1ccccc1)NCCc1ccccc1 | 0.0 |
| O=C(N/N=C\c1cccc(OC(=O)c2ccco2)c1)c1ccc2c(c1)OCO2 | 0.5 |
| CCc1nnc(NC(=O)c2c(C)nn(-c3ccccc3)c2Cl)s1 | 0.1 |
| C[C@H](CO)N1C[C@H](C)[C@H](CN(C)S(=O)(=O)c2ccc(Cl)cc2)Oc2c(NC(=O)c3cnccn3)cccc2C1=O | -0.2 |
| Cc1ccc(/C=C/C(=O)Nc2cccnc2)o1 | -0.5 |
| CSCCC(NS(=O)(=O)c1ccc(Cl)cc1)C(=O)OCc1c(Cl)cccc1Cl (stereo unspecified) | -1.1 |
| O=C(Nc1ccc(F)cc1)N1CC(=O)N2[C@H](CO)[C@@H](c3ccc(C#Cc4ccccc4)cc3)[C@H]2C1 | -0.3 |
| COc1ccccc1COCC(O)CN(Cc1ccco1)Cc1ccccc1O (stereo unspecified) | -0.1 |
| COc1ccc(/C=N/NC(=O)c2cc(-c3cccn3C)n[nH]2)cc1OC | 0.1 |
| O=Nc1ccc(NOC(=O)c2ccccc2Br)cc1 | 0.3 |
| Cc1noc(C)c1S(=O)(=O)Nc1cccc2c1O[C@@H](CN(C)Cc1ccc(-c3ccccc3)cc1)[C@@H](C)CN([C@H](C)CO)C2=O | -0.2 |
| CC(NC(=O)CSCc1ccccc1Br)c1ccccc1 (stereo unspecified) | 0.0 |
| O=C(Nc1ccc(-c2nc3ccccc3s2)c(O)c1)C1=COCCO1 | 1.1 |
| Cc1ccc(S(=O)(=O)N(C)C)cc1NC(=O)COC(=O)c1c(C)noc1C | 0.4 |
| Cc1ccc(C)c(NC(=O)c2oc(=O)c3ccccc3c2-c2ccccc2)c1 | 0.0 |
| Cc1nn(CC(=O)Nc2ccc(N(C)C)cc2)c(C)c1[N+](=O)[O-] | -1.2 |
| Cc1noc(C)c1S(=O)(=O)N(C)C[C@H]1OCCCC[C@H](C)Oc2ccc(NC(=O)NC3CCCCC3)cc2C(=O)N([C@H](C)CO)C[C@H]1C | -0.1 |
| CCCN1C(=O)c2ccc(C(=O)NC3CCCCC3)cc2C1=O | 1.0 |
| CC(C)(C)NS(=O)(=O)c1ccc(CCC(=O)N2CCOCC2)cc1 | 0.3 |
| CCc1cc(C(N)=O)c(NC(=O)c2ccc(OC)cc2)s1 | -0.3 |
| Cc1ccc(-c2nc(N)sc2-c2ccccc2)cc1C | 0.1 |
| O=C1c2ccccc2CCC12N=NCC2c1ccc(Br)cc1 (stereo unspecified) | -0.6 |
| Cc1ccc(Nc2nnc(SCC(=O)Nc3ccccc3[N+](=O)[O-])s2)cc1 | -0.2 |
| C[C@@H]1CN([C@H](C)CO)C(=O)c2cc(NS(C)(=O)=O)ccc2O[C@H]1CN(C)S(=O)(=O)c1ccccc1 | 0.7 |
| CC(=O)Nc1ccc(/C(C)=N/NC(=O)c2ccc(F)cc2)cc1 | 0.0 |
| CCOC(=O)/C(C#N)=C/c1cc2ccccc2nc1N1CCOCC1 | -1.6 |
| C[C@H](CO)N1C[C@H](C)[C@@H](CN(C)C(=O)NC2CCCCC2)Oc2ccc(NC(=O)CCCCCC(=O)Nc3ccccc3N)cc2C1=O | 0.2 |
| COc1ccc(/C=C2\SC(=O)N(CC(=O)NNC(=O)c3ccccc3O)C2=O)cc1OC | -0.4 |
| CC(C)NC(=O)Nc1cccc2c1O[C@@H](CN(C)S(=O)(=O)c1cccs1)[C@H](C)CN([C@H](C)CO)C2=O | -3.8 |
| O=C(O)C1C2CCC(O2)C1C(=O)NCc1ccc(Cl)cc1 (stereo unspecified) | 0.0 |
| Cc1ccc(Nc2nc(NCCCN3CCOCC3)nc(N)c2[N+](=O)[O-])cc1C | -0.2 |
| N#Cc1ccc(Cl)cc1NC(=O)COC(=O)[C@H](CCC(N)=O)NC(=O)c1ccc(F)cc1 | 0.0 |
| CCOCCN1CCN(C(=O)CN2CCCC2=O)CC1 | 6.0 |
| C#CCSc1nc2[nH]ncc2c(=O)[nH]1 | -0.2 |
| COc1ccc(S(=O)(=O)N(C)C[C@H]2Oc3ccc(NC(=O)NC(C)C)cc3C(=O)N([C@H](C)CO)C[C@H]2C)cc1 | -0.1 |
| COc1ccc(S(=O)(=O)N2CCC(C(=O)Nc3ccccc3C)CC2)c2cccnc12 | -2.2 |
| C[C@@H]1CN([C@@H](C)CO)C(=O)c2cc(NC(=O)Nc3ccc4c(c3)OCO4)ccc2O[C@H]1CN(C)CC1CCCCC1 | -10.6 |
| Cc1c(Br)c([N+](=O)[O-])nn1CCCC(=O)N1CCN(c2ccccc2)CC1 | -0.1 |
| Cc1ccc(CNC(=O)C(=O)NCC(c2ccco2)N2CCOCC2)cc1 (stereo unspecified) | -0.9 |
| Cc1ccc(SCCc2ccc(C)nc2)cc1 | 1.1 |
| CCCOc1ccc(N2C(=O)CC(SC(=NCC)NCC)C2=O)cc1 (stereo unspecified) | -0.2 |
| COc1ccc(/C(C)=N/OCC(=O)N=Nc2c(O)[nH]c3ccccc23)cc1 | -0.3 |
| CC1CCCCN1CC(=O)Nc1sc2c(c1C#N)CCC2 (stereo unspecified) | -0.2 |
| COc1ccc(S(=O)(=O)Nc2ccc3c(c2)C(=O)N([C@H](C)CO)C[C@H](C)[C@H](CN(C)C(=O)Nc2ccc4c(c2)OCO4)O3)cc1 | 0.3 |
| Cc1cc(C)nc(NCC(O)CNc2ccccc2C)n1 (stereo unspecified) | 0.0 |
| Cc1cccc(C)c1Nc1nnc(SCc2nc3ccccc3c(=O)[nH]2)s1 | -0.3 |
| Cc1cccc(C)c1NC(=S)NCCc1ccccn1 | -0.2 |
| Cc1ccc(N(Cc2cc3ccccc3[nH]c2=O)C(=O)c2cccs2)cc1 | 0.5 |
| C[C@H](CO)N1C[C@H](C)[C@H](CN(C)C(=O)Nc2ccc(C(F)(F)F)cc2)Oc2ccc(NC(=O)Nc3ccc(F)cc3)cc2C1=O | 1.4 |
| O=C(Nc1ccc(Cl)cc1C(F)(F)F)C(Sc1nnc(-c2cccs2)o1)c1ccccc1 (stereo unspecified) | 1.2 |
| Cc1csc(SCC(=O)NCCc2ccc(Cl)cc2Cl)n1 | -0.3 |
| Cc1ccc(OCCCn2ccnc2)c([N+](=O)[O-])c1 | 1.4 |
| Cc1ccc(C(=O)Oc2coc(CSc3nnc(NC(=O)C4CC4)s3)cc2=O)cc1C | 0.0 |

Further records follow.
| Compound | E-sel inducer |
| --- | --- |
| N#Cc1c(-c2ccc(Cl)cc2)c(C#N)c(=O)n(N)c1N | 1.9 |
| COc1ccc2oc(=O)c(-c3csc(Nc4ccc(O)cc4)n3)cc2c1 | 0.1 |
| O=C(CCCn1c(=S)[nH]c2cc3c(cc2c1=O)OCO3)N1CCN(c2ccc(Cl)cc2)CC1 | 4.6 |
| COCCNC(=S)NC(=O)CC12CC3CC(CC(C3)C1)C2 | -0.1 |
| C(=N\N1CCOCC1)/c1cccs1 | -0.1 |
| Cc1ccc2nc(NC(=O)COC(=O)c3ccco3)sc2c1 | -2.1 |
| COc1ccc(/C=C/C(=O)c2ccncc2)c2ccccc12 | 0.7 |
| CCCCn1c(C)cc(/C=C(\C#N)C(=O)O)c1C | -0.5 |
| CN(CC(=O)N1CCN(c2cccc(Cl)c2)CC1)S(=O)(=O)c1cnc[nH]1 | -0.4 |
| CCOC(=O)c1sc2nc(C)nc(SCC(N)=O)c2c1C | 1.0 |
| O=C(O)c1cc([N+](=O)[O-])ccc1NCCO | 3.0 |
| CCN(CC(=O)Nc1ccc(NC(C)=O)cc1)c1ccc(C(F)(F)F)cn1 | 0.4 |
| C[C@@H]1CN([C@@H](C)CO)C(=O)c2cccc(NS(=O)(=O)c3ccc(Cl)cc3)c2O[C@@H]1CN(C)S(=O)(=O)c1cn(C)cn1 | -0.6 |
| CCC1(c2cccc(Cl)c2)NC(=O)N(Cc2cc(C(=O)OC)c(C)o2)C1=O (stereo unspecified) | 0.0 |
| Brc1ccc(C2CC(c3ccccc3)=Nc3ccccc3N2)cc1 (stereo unspecified) | -2.6 |
| COc1ccc2c(C)cc(SCC(=O)NCCN3C(=O)CSC3=O)nc2c1 | 0.1 |
| O=C(CN1CCN(S(=O)(=O)c2ccc(Br)cc2)CC1)N/N=C/c1ccco1 | 0.1 |
| CC1Cc2ccccc2N1CC(=O)NCc1ccc2c(c1)OCO2 (stereo unspecified) | -0.2 |
| O=c1c2oc3ccccc3c2ncn1Cc1ccccc1F | 12.5 |
| Cc1ccc(C(=O)/C=C\Nc2ccc(C)c(C)c2)cc1 | -0.2 |
| Cc1onc(C(=O)N2C(C)CCCC2C)c1[N+](=O)[O-] (stereo unspecified) | 2.3 |
| C[C@@H]1CN([C@@H](C)CO)C(=O)c2cc(NS(=O)(=O)c3cccs3)ccc2O[C@H]1CN(C)C(=O)NC1CCCCC1 | 0.7 |
| CCCN(CCC)C(=O)CSc1ncccc1C(=O)O | -0.1 |
| Cc1ccc(NC(=O)c2ccc(OCC3CCCO3)cc2)c(C)c1 (stereo unspecified) | 1.4 |
| O=C(N/N=C/c1ccsc1)c1cc(-c2ccncc2)nc2ccccc12 | -0.1 |
| Cc1nn(C)cc1NC(=O)c1ccc(Br)o1 | -0.3 |
| C=CCNC(=O)COc1ccc(S(=O)(=O)Nc2ccc(OCC)cc2)cc1 | 0.3 |
| NC(=O)CC[C@H](NC(=O)OCc1ccccc1)C(=O)OCc1ccc(Cl)cc1 | -0.4 |
| CCOC(=O)CCCSc1nnc(CCCCCN2C(=O)c3cccc4cccc(c34)C2=O)o1 | 0.1 |
| COc1ccc(S(=O)(=O)Nc2ccc(O)c(Sc3nc4ccccc4s3)c2)cc1 | -0.2 |
| COC(=O)c1ccc2c(=O)[nH]c(CSc3nc(-c4ccc(F)cc4)cs3)nc2c1 | 0.4 |
| Cc1ccc(CNC(=S)Nc2ccc(C)c([N+](=O)[O-])c2)cc1 | -1.2 |
| Cc1ccc(NC(=O)/C(=C\c2cccs2)NC(=O)c2ccccc2)cc1 | 1.7 |
| O=C(CNC1=NCCC1)c1ccc(Cl)cc1 | -0.2 |
| O=C(Nc1ccc2c(c1)OCO2)C1COc2ccccc2O1 (stereo unspecified) | 0.7 |
| FC(F)(F)c1cnc(NNC(=S)Nc2ccc(Cl)cc2)c(Cl)c1 | -0.4 |
| Cc1nn(-c2ccccc2)c(Cl)c1/C=N/NC(=O)c1ccccc1NS(=O)(=O)c1cccs1 | -0.5 |
| CCCCC(=O)N/N=C(\C)CC(=O)Nc1ccccc1Br | 0.2 |
| C[C@H]1CN([C@@H](C)CO)C(=O)c2cccc(NS(C)(=O)=O)c2O[C@H]1CN(C)S(=O)(=O)c1ccc(F)cc1 | 20.0 |
| Cc1ncc([N+](=O)[O-])n1Cc1cccc2ccccc12 | -1.9 |
| N#C/C(=C\C=C\c1ccccc1)c1nc(-c2ccc3c(c2)OCO3)cs1 | 0.3 |
| O=C(Nc1cc(C(F)(F)F)ccc1Cl)c1ccc(NC(=O)C(F)(F)F)cc1 | 8.6 |
| Cc1ccc(NC(=O)CN2C(=O)N/C(=C/c3ccc(N4CCOCC4)cc3)C2=O)cc1 | 3.1 |
| C[C@H]1CN([C@@H](C)CO)C(=O)c2cc(NC(=O)Nc3ccc(F)cc3)ccc2O[C@H]1CN(C)C(=O)Nc1ccc(C(F)(F)F)cc1 | -0.4 |
| O=C(COC(=O)[C@@H]1CCCN1S(=O)(=O)c1ccc(Cl)cc1)NC12CC3CC(CC(C3)C1)C2 | -0.1 |
| Cc1ccc(C(=O)N/C(=C\c2cccs2)C(=O)NCC2CCCO2)cc1C (stereo unspecified) | -0.7 |
| N#CCCN(Cc1ccccc1)C(=S)Nc1ccccc1 | 0.0 |
| O=C(N/N=C/c1ccc2c(c1)OCO2)C(O)c1ccccc1 (stereo unspecified) | 1.4 |
| Cc1ccc(CNC(C)(C)CO)cc1 | -0.3 |
| Cc1ccc(NC(=O)COC(=O)c2cc(Cl)ccc2Cl)c(Br)c1 | 0.2 |
| Cc1ccc(-c2csc(NC(=O)CSc3nnc4c(n3)[nH]c3ccccc34)n2)cc1 | 0.4 |
| CN=c1scc(-c2ccc(Cl)cc2)n1C | 1.7 |
| Cc1cccc(NC(=O)/C(C#N)=C/c2cn(CC(=O)NCc3ccco3)c3ccccc23)c1 | 0.0 |
| Cc1c(Br)c([N+](=O)[O-])nn1CCCC(=O)Nc1sc2c(c1C(N)=O)CCC(C)C2 (stereo unspecified) | 0.4 |
| CCC(CC)c1nnc(NC(=O)c2cc(C(=O)OC)cc([N+](=O)[O-])c2)s1 | 1.2 |
| Cc1cccc(NC(=O)c2cc3c([nH]c4ccccc43)c(C)n2)c1C | 5.2 |
| C/C(=N\NC(=O)c1ccc(C)cc1C)c1ccc2c(c1)OCO2 | 0.0 |

Quoted at random: 5 compounds from above
| Compound | E-sel inducer |
| --- | --- |
| N#C/C(=C\C=C\c1ccccc1)c1nc(-c2ccc3c(c2)OCO3)cs1 | 0.3 |
| Cc1c(Br)c([N+](=O)[O-])nn1CCCC(=O)Nc1sc2c(c1C(N)=O)CCC(C)C2 (stereo unspecified) | 0.4 |
| CN=c1scc(-c2ccc(Cl)cc2)n1C | 1.7 |
| N#CCCN(Cc1ccccc1)C(=S)Nc1ccccc1 | 0.0 |
| COC(=O)c1ccc2c(=O)[nH]c(CSc3nc(-c4ccc(F)cc4)cs3)nc2c1 | 0.4 |
